High-throughput results as filed in PubChem.
aGal spleen mod: inhibits or activates alpha-galactosidase in human spleen homogenate | Potency, µM (top dose mostly 80 µM), without a hit: top-dose activity change, negative = inhibition, usual class: inhibitors | actives 0.008% (n = 240,000) | human spleen homogenate, 4MU-alpha-Gal fluorescence, 40 min;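 also: 0% = enzyme with vehicle and -100% = no enzyme basal signal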
Target sequence (P06280 32-429 limits assumed): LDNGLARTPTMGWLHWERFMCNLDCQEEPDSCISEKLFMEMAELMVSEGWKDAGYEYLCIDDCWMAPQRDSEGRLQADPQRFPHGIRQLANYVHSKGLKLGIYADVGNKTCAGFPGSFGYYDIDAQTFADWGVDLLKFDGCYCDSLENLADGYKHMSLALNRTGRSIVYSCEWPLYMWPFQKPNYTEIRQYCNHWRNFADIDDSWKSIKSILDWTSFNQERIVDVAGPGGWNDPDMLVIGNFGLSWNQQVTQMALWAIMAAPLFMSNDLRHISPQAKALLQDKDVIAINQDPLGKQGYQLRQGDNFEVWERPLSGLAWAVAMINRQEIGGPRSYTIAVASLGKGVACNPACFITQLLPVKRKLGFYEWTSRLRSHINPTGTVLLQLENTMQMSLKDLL
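Human spleen homogenate (1 ug) as enzyme source, 4-methylumbelliferyl-alpha-D-galactopyranoside 1 mM final, citrate/phosphate pH 5.0 with 0.01% Tween-20. Compounds 40 min at 37C, NaOH/glycine stop; fluorescence Ex 365/Em 440, Hill-fit AC50.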
Epigenetic reg: epigenetic control regulation, reporter derepression; murine LDR cells, GFP reporter derepression, 30 h; Potency, µM (top dose mostly 53.9 µM), for inactives: top-dose GFP activation, actives largely listed as activators; actives 0.2% (n = 280,000); AID 1865; also: % of control where 0% means no effect; nearly all actives have a fitted effect of over 60% in size
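Murine LDR cells bearing a silenced CMV-driven GFP reporter were exposed to compound for 30 h at 37 C. After PBS washes, GFP-positive cells (20-120 um objects) counted by laser-scanning microplate cytometry.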
aGlu spleen mod: inhibits or activates alpha-glucosidase in human spleen homogenate | actives 0.006% (n = 240,000) | P10253 | human spleen homogenate, 4-MU-alpha-glucoside fluorescence | Potency, µM (series often up to 79.9 µM), for the others: at the top dose activity change, negative = inhibition, hits mostly inhibitors;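 also: 0% = enzyme with vehicle and -100% = no enzyme basal signal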
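Enzyme source: human spleen homogenate, 1 ug/well. Buffer 50 mM citric acid/K phosphate pH 5.0, 0.01% Tween-20. 4-MU-alpha-glucoside 1 mM; 37 C x 40 min; NaOH/glycine stop; fluorescence.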
GAA glycogen: alters human alpha-glucosidase cleavage of glycogen | P10253 | recombinant GAA, glycogen substrate, Amplex Red glucose oxidase fluorescence | Potency, µM (top dose mostly 76.4 µM), for the others: top-dose activity change, negative = inhibition, usual class: inhibitors | actives 0.38% (n = 300,000);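 also: 0% = full enzyme reaction and -100% = no-enzyme basal signal; the screen sought inhibitors and activators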
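Recombinant human alpha-glucosidase (4 nM final) hydrolysed bovine liver glycogen (30 ug) for 40 min at 37 C in pH 5.0 citrate/phosphate with 0.01% Tween-20. Released glucose detected by glucose oxidase/Amplex Red, Ex 573/Em 610 nm. Compounds up to 77 uM; AC50 from Hill fits.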
NPSR antag: neuropeptide S receptor (human) antagonism, cAMP; Q6W5P4; CHO-NPSR cells, cAMP TR-FRET, antagonist mode; Potency, µM (top dose mostly 38.3 µM), for the others: top-dose activity change, negative = inhibition, usual class: inhibitors; actives 1% (n = 220,000); also: % is scaled to controls: 0 for no effect and ±100 for the full control effect; nearly all actives have a fitted effect of over 50% in size; many of its hits are not listed in these tables
Tau fluor cs: counter-screen for tau fibril formation inhibitors; tau K18 P301L Alexa594 fluorescence, heparin fibrillization; Potency, µM (titrated, usually from 57.7 µM), inactives show at the top dose activity change, negative = decrease; actives 0.93% (n = 280,000); also: % is scaled to controls: 0 for no effect and ±100 for the full control effect; nearly all actives have a fitted effect of over 55% in size
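Human tau K18 P301L (15 uM unlabeled, 0.24 uM Alexa 594-labeled) in 100 mM sodium acetate pH 7 with 20 uM heparin, 6 hr at 37 C. ThT 30 uM added, 1 hr ambient; Alexa 594 FP and total fluorescence read at 555/632 nm.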
ALDH1A1 block: blocks purified human ALDH1A1 activity | P00352 | Potency, µM (series often up to 75.3 µM), for inactives: at the top dose activity, negative = inhibition, usual class: inhibitors | Purified ALDH1A1, NADH fluorescence, propionaldehyde substrate | actives 7.3% (n = 220,000); active = well fitted inhibition curve with a large enough effect, not every such curve was filed as active; inconclusive = small, poorly fitted or top-dose-only effect, or another doubt; inactive = no such curve, though single readings can be large or run the other way;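 also: plate controls were no enzyme wells and a reference inhibitor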
Target sequence (P00352 whole entry, looked up): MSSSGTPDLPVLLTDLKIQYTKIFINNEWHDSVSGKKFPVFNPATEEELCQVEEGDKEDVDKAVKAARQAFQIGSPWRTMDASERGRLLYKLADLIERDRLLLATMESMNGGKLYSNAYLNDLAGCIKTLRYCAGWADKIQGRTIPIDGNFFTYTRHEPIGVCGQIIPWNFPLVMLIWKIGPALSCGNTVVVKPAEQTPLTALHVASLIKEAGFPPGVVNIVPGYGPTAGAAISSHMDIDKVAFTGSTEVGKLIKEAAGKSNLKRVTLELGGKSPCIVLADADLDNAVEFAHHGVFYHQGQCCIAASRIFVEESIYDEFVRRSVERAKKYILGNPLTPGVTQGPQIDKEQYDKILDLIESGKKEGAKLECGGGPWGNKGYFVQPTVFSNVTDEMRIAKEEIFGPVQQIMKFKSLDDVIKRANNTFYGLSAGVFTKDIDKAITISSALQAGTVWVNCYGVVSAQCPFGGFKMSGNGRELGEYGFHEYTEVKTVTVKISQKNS
GAA inh: blocks human lysosomal alpha-glucosidase; purified human GAA, 4-MU-alpha-glucoside fluorescence; actives 0.005% (n = 200,000); AID 1466; Potency, µM (highest dose often 76.9 µM), inactives show top-dose activity change, negative = inhibition, hits mostly inhibitors; P10253;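 also: plate controls were uninhibited enzyme wells for no effect and no-enzyme background for full effect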
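Enzyme (4 nM final) mixed with compound (up to 77 uM), then 4-MU-alpha-D-pyranoside (400 uM final) added; 20 min at room temperature, pH 5.0. Reaction stopped at pH 10, fluorescence read, AC50 derived by Hill fit.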
The depositor's hits bear a star; ? = inconclusive; · = not tested or not shown; [ ] = dose if it differs, or a comment. Unless noted, calls follow the shape of the dose curve; as a rule, active = well fitted curve in the direction sought with a large enough effect; inconclusive = small, poorly fitted or top-dose-only effect, or another doubt; inactive = no such curve, though single readings can be large; an effect the other way counts as inactive or inconclusive. Potency is read from the fitted curve at half-maximal effect.

SMILES	aGal spleen mod	Epigenetic reg	aGlu spleen mod	GAA glycogen	NPSR antag	Tau fluor cs	ALDH1A1 block	GAA inh
CCCCn1c(CN2CCN(C(=O)OCC)CC2)nc2c1c(=O)[nH]c(=O)n2C	4%	-0.3%	2%	6%	-9%[46.1 µM]	0%	?	-1%
COc1ccc(-c2nc3n(n2)C(c2ccncc2)C(C(N)=O)=C(C)N3)cc1 (configuration not stated)	7%	-0.4%	2%	-22%	2%[46.1 µM]	-3%	19%	-1%
O=C(COC(=O)/C=C/c1cnc2ccccc2n1)NCC(F)(F)F	4%	-1.0%	3%	1%	-4%[46.1 µM]	-10%	-2%	-9%
CCOC(=O)c1sc(C)c2c(=O)n(CCc3ccccc3)nnc12	1%	0.0%	-8%	6%	-8%[46.1 µM]	1%	-15%	?
Cc1cc(C(=O)CSc2nnc(-c3ccc(F)cc3)o2)c(C)n1CC1COc2ccccc2O1 (configuration not stated)	7%	1.9%	-1%	6%	-16%[46.1 µM]	-23%	-3%	-2%
CSc1cccc(NC(=S)N2CCCN(Cc3ccc(F)cc3)C2)c1	6%	-1.4%	·	-3%	-26%	?	-14%	-2%
CC(C)C(O)C1CCN(Cc2nc(Cc3ccccc3Cl)no2)CC1 (configuration not stated)	-5%	-1.2%	-3%	3%	9%	5%	-1%	·
CCOC(=O)c1c(NC(C)=O)sc2c1CCC(C=O)=C2Sc1ccccc1	-2%	?	0%	-13%	?	?	5µM*	-3%
CCS(=O)(=O)N1CCN(CC(=O)NC2CCCCC2)CC1	0%	0.0%	6%	-3%	-4%	-3%	-7%	-5%
COCC(=O)N1CCN(c2cccc(C(F)(F)F)c2)CC1	3%	0.0%	5%	3%	-7%	-1%	1%	-6%
Cc1cc(C)nc(N2CCC(C(=O)Nc3ccc4c(c3)OCO4)CC2)n1	9%	-1.4%	7%	8%	2%[46.1 µM]	-4%	-4%	0%
CCOC(=O)CN(C(=O)Cn1nnc2ccccc21)C(C(=O)NCCOC)c1ccccc1C (configuration not stated)	-1%	-4.3%	0%	4%	1%[46.1 µM]	-4%	9%	-6%
CC1(c2ccccc2)CC(c2ccccc2)=Nc2nonc2N1 (configuration not stated)	-3%	0.1%	2%	-3%	-12%[46.1 µM]	-10%	-3%	1%
Cc1ccc(Cn2cnc3c(cnn3-c3ccc(F)cc3)c2=O)cc1	-1%	-0.2%	-6%	1%	9%	-2%	6%	-5%
CCN(CCCNC(=O)C1CCN(S(=O)(=O)N2CCC3(CC2)OCCO3)CC1)c1ccccc1	-3%	-1.1%	-1%	-4%	?	-12%	?	1%

Full records, looked up by structure. Values in the order: aGal spleen mod | Epigenetic reg | aGlu spleen mod | GAA glycogen | NPSR antag | Tau fluor cs | ALDH1A1 block | GAA inh
`CCOC(=O)CN(C(=O)Cn1nnc2ccccc21)C(C(=O)NCCOC)c1ccccc1C` (configuration not stated) reads -1% | -4.3% | 0% | 4% | 1%[46.1 µM] | -4% | 9% | -6%
`CC1(c2ccccc2)CC(c2ccccc2)=Nc2nonc2N1` (configuration not stated) reads -3% | 0.1% | 2% | -3% | -12%[46.1 µM] | -10% | -3% | 1%
`O=C(COC(=O)/C=C/c1cnc2ccccc2n1)NCC(F)(F)F` reads 4% | -1.0% | 3% | 1% | -4%[46.1 µM] | -10% | -2% | -9%

(more compounds)
SMILES	aGal spleen mod	Epigenetic reg	aGlu spleen mod	GAA glycogen	NPSR antag	Tau fluor cs	ALDH1A1 block	GAA inh
CC(=O)c1cc(CN2C(=O)CCC2=O)cs1	-11%	-0.5%	-2%	6%	0%[46.1 µM]	7%	9%	-22%
C=CCN1C(=O)/C(=C/C(=O)OC)S/C1=N\NC(=O)c1ccccc1	3%	?	3%	1%	-32%	-7%	·	·
COC(=O)C1=C(N)c2c(F)cccc2C1(C#N)c1ccccc1 (configuration not stated)	-1%	-6.0%	-4%	-9%	-14%[46.1 µM]	-17%	?	-3%
Cc1cc2cc(CCNC(=O)CC(C)C)c(=O)[nH]c2cc1C	4%	0.0%	1%	3%	4%[46.1 µM]	7%	9%	-4%
O=C(OCC(=O)N1CCCc2ccccc21)c1cnc(Cl)c(Cl)c1	-4%	-1.0%	-5%	8%	-14%	5%	11%	10%
O=C(COC(=O)c1ccc(Br)o1)Nc1nc2ccccc2s1	2%	1.0%	-4%	-3%	2%[46.1 µM]	?	5%	-2%
O=C(Nc1ccc(N2CCCC2)c(Cl)c1)c1ccccc1[N+](=O)[O-]	-3%	0.0%	-8%	-12%	-1%[46.1 µM]	?	?	-5%
O=C(/C=C/c1ccc(Cl)cc1Cl)NCc1ccco1	18%	-0.9%	-2%	-1%	-10%[46.1 µM]	-13%	-14%	5%
O=C(CS(=O)(=O)c1ccccc1)Nc1cccnc1	3%	-1.3%	0%	0%	-17%	-5%	13%	6%
COc1cccc(C(=O)N=c2sc3cc(S(C)(=O)=O)ccc3n2C)c1	4%	-3.5%	3%	4%	-5%	-10%	?	?
O=C(c1cnn2ccccc12)N1CCN(C2CCCCC2)CC1	4%	0.8%	4%	-10%	3%[46.1 µM]	-7%	?	-6%
CSc1nc(=NC(C)=O)ss1	3%	0.9%	-1%	-3%	0%[46.1 µM]	-22%	1.8µM*	-13%
CNC(=O)CSc1nc(N)c2c3c(sc2n1)CCC3	-3%	-0.6%	-9%	-4%	5%[46.1 µM]	-6%	-12%	1%
COc1ccc(C(=O)/C=C/c2ccccc2)cc1	5%	0.0%	15%	·	·	-18%	18µM*	·
C/C(=N\NC(=O)c1ccccc1F)c1ccc(C#N)cc1	-5%	-2.9%	-6%	2%	5%	0%	18%	-5%
Cc1nc(NC(=O)CSc2nc3cccnc3n2Cc2ccccc2)sc1C	-5%	0.0%	0%	-5%	8%[46.1 µM]	-27%	-7%	-12%
Cc1noc(C)c1COc1cccc(C(=O)OC(C)C(=O)Nc2ccc3c(c2)OCO3)c1 (configuration not stated)	4%	0.0%	-3%	1%	-13%[46.1 µM]	?	7%	-2%
Nc1ccccc1C(=O)Nc1cccc(C(=O)O)c1	2%	0.9%	10%	-7%	-4%[46.1 µM]	0%	?	5%
N#CC(=C=[N-])/C=C(\C(=O)c1ccccc1)[n+]1ccccc1	-7%	0.0%	-7%	0%	-20%	-7%	-7%	-3%[15.4 µM]
Cc1ccc(C(=O)/C=C/c2cn(CC(O)CN3CCOCC3)c3ccccc23)cc1 (configuration not stated)	0%	-3.0%	-6%	8%	11%	-23%	?	-5%
CCC(=O)N1CCN(c2ccc(Cl)cc2NC(=O)Cc2ccccc2)CC1	7%	-1.7%	-1%	-1%	-23%[46.1 µM]	-8%	5µM*	-1%
CCCCCOC(=O)C1=C(C)Nc2nnnn2C1c1ccc(OC)c(OC)c1OC (configuration not stated)	9%	-0.9%	5%	0%	-24%[46.1 µM]	-17%	-12%	-5%
COc1ccc(C(=O)OCC(=O)NCc2ccc3c(c2)OCO3)cc1[N+](=O)[O-]	3%	0.0%	-2%	12%	-12%[46.1 µM]	6%	5µM*	-4%
COc1ccccc1CNC(=O)CN1CCC(NC(=O)c2ccccc2F)CC1	1%	-1.2%	0%	13%	-6%[46.1 µM]	-3%	?	6%
O=C1CCC([N+](=O)[O-])C(c2ccc(Cl)cc2Cl)N1 (configuration not stated)	-3%	4.9%	2%	0%	0%[46.1 µM]	-7%	7%	0%
CCn1c(COc2ccccc2OC)nnc1SCC#N	5%	-1.0%	-7%	6%	-8%[46.1 µM]	-3%	-5%	-1%
Cc1ccc(Sc2ncccc2C(=O)O)c(C)c1	2%	-1.3%	2%	-2%	6%	10%	14%	0%
CCOC(=O)c1[nH]c2ccccc2c1NC(=O)COC	3%	0.1%	9%	12%	-8%[46.1 µM]	-5%	-14%	-8%
COc1ccc(S(=O)(=O)Nc2ccncc2)c(C)c1C	3%	-1.6%	-10%	21%	6%	5%	4%	-2%
Cc1nnc(SCCC(C)C)[nH]c1=O	-5%	-2.7%	-9%	-11%	4%[46.1 µM]	-2%	3%	-3%
O=C(N/N=C/c1ccc2nccnc2c1)c1cccc([N+](=O)[O-])c1	-4%	1.2%	-1%	13%	?	-3%	?	-7%
Fc1cccc(CSc2ccc(-c3ccco3)nn2)c1	-3%	1.1%	-3%	-5%	-17%[46.1 µM]	-23%	?	-3%
O=C(NCc1ccco1)C1CCCN1C(=O)Nc1ccccc1 (configuration not stated)	7%	3.8%	1%	-5%	13%	-6%	3%	-6%
COc1ccc(-c2cc(C(F)(F)F)n3nc(C(=O)N4CCCCC4)cc3n2)cc1	5%	-1.1%	-2%	-13%	6%[46.1 µM]	-9%	?	-2%
CCc1ccc(N2C(=O)CC(N3CCN(Cc4ccc5c(c4)OCO5)CC3)C2=O)cc1 (configuration not stated)	7%	4.3%	8%	-2%	4%	4%	?	1%
CCC(C)Oc1nc2c(c(=O)n(C)c(=O)n2C)n1C (configuration not stated)	6%	0.5%	1%	6%	-7%	2%	11%	0%
COc1ccc(-c2noc(CCC(=O)O)n2)cc1	15%	-1.0%	11%	-3%	5%	-7%	4%	-1%
COc1ccc(-c2csc(NC(=O)C3CCCO3)n2)cc1 (configuration not stated)	-5%	1.0%	-1%	0%	-5%[46.1 µM]	-13%	22µM*	2%
COCCCN1C(=O)c2[nH]nc(-c3cc(C)cc(C)c3O)c2C1c1ccc(O)c(OC)c1 (configuration not stated)	1%	-1.9%	6%	?	-21%[46.1 µM]	-23%	-6%	14%
CC1CN(C(=O)c2cccc(S(=O)(=O)Nc3cc(Cl)ccc3Cl)c2)CC(C)O1 (configuration not stated)	0%	-1.6%	0%	-9%	-33%	0%	10%	6%
COc1cc(C(=O)N(Cc2cc3ccccc3[nH]c2=O)CC2CCCO2)cc(OC)c1OC (configuration not stated)	?	-1.8%	8%	9%	3%[46.1 µM]	3%	-11%	-7%
CC(C)(O)C(=O)NNC(=S)Nc1cccc(C(F)(F)F)c1	7%	1.0%	12%	?	0%	0%	?	8%
Nc1nc2n(n1)C(c1cccc(Br)c1)CC(c1ccc(F)cc1)N2 (configuration not stated)	0%	1.0%	-8%	0%	-8%[46.1 µM]	-2%	8%	2%

These rows are one share of the data. The share of hits here may be higher or lower than overall.
